Screening results from PubChem.
NSD2 HMT inh – NSD2 histone methyltransferase inhibitors, primary screen, biochemical, AlphaScreen, single concentration, set 2; inhibition, % at 12.5 µM; NSD2 peptide methylation, 120 min; AID 743445, 2014; actives 0.54% (n = 310,000); in the data active = inhibition above about 50%
Wnt bcat act – Wnt/beta-catenin pathway activators, primary screen, cell-based, plate reader, single point; Wnt/beta-catenin reporter cell assay, activator; activation, % at 9.35 µM; actives 1.2% (n = 300,000); in the data active = activation above about 30%, passing the limit was not always enough;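 note: 0% = neutral control wells and 100% = positive control wells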
CDK5 p35 inh – inhibitors of human CDK5/p35 kinase, primary screen, biochemical, single concentration; inhibition, % at 10 µM; Cyclin-dependent kinase 5 (Homo sapiens) + Cyclin-dependent kinase 5 activator 1 (Homo …; actives 0.01% (n = 330,000); Recombinant CDK5/p35, ADP-Glo luminescence, 60 min;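 active = highest replicate inhibition of at least 50% and at least 75% of replicates reaching 50%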;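 note: plate controls were DMSO neutral control for no effect and GW8510 at 10 µM for full effect; many of its hits are not listed in these tables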
Target sequence (Q00535 whole entry, looked up): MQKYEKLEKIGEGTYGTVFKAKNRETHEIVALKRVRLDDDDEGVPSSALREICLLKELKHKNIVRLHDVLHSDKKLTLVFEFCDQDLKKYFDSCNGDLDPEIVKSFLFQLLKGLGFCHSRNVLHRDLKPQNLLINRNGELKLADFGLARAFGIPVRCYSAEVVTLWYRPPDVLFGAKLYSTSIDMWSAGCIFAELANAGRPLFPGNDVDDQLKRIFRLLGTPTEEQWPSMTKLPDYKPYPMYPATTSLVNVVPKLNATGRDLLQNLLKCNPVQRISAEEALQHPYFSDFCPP
Target sequence (Q15078 whole entry, looked up): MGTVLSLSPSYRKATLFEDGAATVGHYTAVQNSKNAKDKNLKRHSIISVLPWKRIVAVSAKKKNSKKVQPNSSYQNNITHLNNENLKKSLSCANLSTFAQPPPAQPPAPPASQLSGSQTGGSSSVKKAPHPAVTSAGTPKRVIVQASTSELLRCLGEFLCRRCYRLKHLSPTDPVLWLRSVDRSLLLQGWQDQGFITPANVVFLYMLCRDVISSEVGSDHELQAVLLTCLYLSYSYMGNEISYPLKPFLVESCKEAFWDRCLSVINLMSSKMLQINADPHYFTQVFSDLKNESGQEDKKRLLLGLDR
HTR5A inv ctr – HTR5A inverse agonists in luminescence cell assay, primary screen, counter-screen for OPRM1-OPRD1 heterodimer inverse agonist project, full-deck HTS | 5-hydroxytryptamine receptor 5A (Homo sapiens), P47898 | HTR5A cell line, inverse agonism | inhibition, % at 9.3 µM | actives 0.083% (n = 340,000); in the data active = inhibition mostly above about 23%, no sharp cut-off; inactive = mostly below about 18%;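 note: 0% = cells with DMSO and 100% = no-cell wells with DMSO; some compounds called inactive have numbers as strong as hits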
MITF TRPM1 HTS – activators of MITF-driven TRPM1 promoter reporter, primary screen, cell-based, SK-MEL-5, luciferase, single point. SK-MEL-5 TRPM1-promoter luciferase, 24 h; % of positive control, neutral wells = 0. activation, % at 12.5 µM. actives 0.75% (n = 300,000). AID 588334, 2011;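 active = mean activation of at least 80% with every replicate also reaching 80%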;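 note: 0% = neutral control wells and 100% = parthenolide positive control wells; values of inactives mirror those of a sister screen read the other way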
dFosB activator – activators of delta FosB homodimer, primary screen, biochemical, fluorescence polarization, TAMRA-CDK5 oligo, single point; Protein FosB (Mus musculus), P13346; purified delta FosB; percent of positive-control signal above neutral wells; activation, % at 25 µM; actives 0.99% (n = 340,000);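 active = mean activation above about 17%, with every replicate also reaching it, limit read from the data, passing the limit was not always enough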;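 note: fluorescence polarization rise as delta FosB binds a TAMRA Cdk5 AP-1 oligo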
Target sequence (P13346 whole entry, looked up): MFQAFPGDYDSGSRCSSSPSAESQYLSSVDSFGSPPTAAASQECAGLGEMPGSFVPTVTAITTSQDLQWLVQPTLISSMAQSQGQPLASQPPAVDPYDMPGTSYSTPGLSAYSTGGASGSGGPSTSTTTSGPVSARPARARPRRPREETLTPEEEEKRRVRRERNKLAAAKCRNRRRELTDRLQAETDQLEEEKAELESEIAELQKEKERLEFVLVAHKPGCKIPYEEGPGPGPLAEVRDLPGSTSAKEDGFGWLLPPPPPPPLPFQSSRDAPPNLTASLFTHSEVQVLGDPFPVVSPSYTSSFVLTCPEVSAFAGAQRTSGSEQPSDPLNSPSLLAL
V-ATPase pHluor – regulators of yeast V-ATPase proton pumping, primary screen, pHLuorin cytosolic pH fluorescence | actives 0.37% (n = 350,000) | S. cerevisiae | response, % at 10 µM; in the data active = response mostly above about 7.3%, no sharp cut-off; inactive = mostly below about 5.4%; note: actives read high; inactives centre near 0; some compounds called inactive have numbers as strong as hits; reference of the scale not given here
PvdQ inh – P. aeruginosa PvdQ acylase inhibitors, primary screen, biochemical, fluorescence, plate reader and imaging, single point; purified PvdQ acylase; PvdQ acylase [Pseudomonas aeruginosa LESB58]; AID 488965, 2010; inhibition, % at 10 µM; actives 0.063% (n = 340,000); in the data active = inhibition above about 30%, passing the limit was not always enough;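 note: 0% = vehicle neutral wells and 100% = reference inhibitor wells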
HTR5A ag ctr – HTR5A agonists in luminescence cell assay, primary screen, counter-screen for OPRM1-OPRD1 heterodimer agonist project, full-deck HTS; 5-hydroxytryptamine receptor 5A (Homo sapiens), P47898; cell-based; activation, % at 9.3 µM; actives 0.61% (n = 340,000); in the data active = activation mostly above about 9.5%, no sharp cut-off; inactive = mostly below about 7.6%;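 note: 0% = cells with vehicle only and 100% = reference agonist; strong numbers were not always called active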
SR-BI DiI inh – inhibitors of SR-BI mediated HDL lipid uptake, primary screen, ldlA[mSR-BI] cells, fluorescence, single point. actives 0.96% (n = 320,000). inhibition, % at 12.5 µM. ldlA[mSR-BI] CHO cells, DiI-HDL uptake fluorescence, 3 h. AID 488896, 2010;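 active = mean replicate inhibition of at least 70% and a set share of replicates each scoring 70 or more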;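 note: 0% = median of neutral control wells and 100% = median of positive control wells; values of inactives mirror those of a sister screen read the other way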
* marks the source's active call; other numbers are inactive results; / = not tested or not shown. The order is random, and some 5% of all compounds hit somewhere here.

SMILES	NSD2 HMT inh	Wnt bcat act	CDK5 p35 inh	HTR5A inv ctr	MITF TRPM1 HTS	dFosB activator	V-ATPase pHluor	PvdQ inh	HTR5A ag ctr	SR-BI DiI inh
c1ccc(COc2ccc(OCCN3CCCCC3)cc2)cc1	3	7	1.1	-20	13	-3	-3	6	4	0
COc1ccc(/C=N/NC(=O)c2nc(Cl)c(Cl)c(N)c2Cl)cc1COc1ccc(F)cc1F	0	-1	-0.5	-12	-17	-10	0	-18	4	43
Nc1ccc(-c2nc3ccc(C(=O)O)cc3s2)cc1	1	-16	1.8	15	-113	-8	-4	-84	0	-23
COc1ccc(NC(=O)CN(Cc2ccccc2)S(C)(=O)=O)cc1	-7	-1	-0.1	5	3	8	0	-9	-2	-22
Cc1ccc(S(=O)(=O)CCC(=O)NCc2ccccc2)cc1	-1	-1	-1.3	-9	-1	-3	2	-14	1	-6
CC(=O)N1c2ccc(S(=O)(=O)NCC3CCC(C(=O)NCc4ccc(C)cc4)CC3)cc2CC1C (stereo not given)	3	-1	-0.5	15	-15	1	1	-4	-2	40
Cc1c([N+](=O)[O-])cc(C(=O)Nc2ccc3ncccc3c2)cc1[N+](=O)[O-]	-3	-2	0.7	-36	/	-2	1	15	9.5*	46
Cc1cc(SCc2cc(=O)n3ccsc3n2)nc2ccccc12	-2	0	1.6	-1	-9	-12	0	7	3	34
O=[N+]([O-])c1ccc2nc(-c3ccc(OC(F)F)cc3)cn2c1	3	-3	-2.1	5	9	-1	-3	-1	8	19
Cc1cnc(NC(=O)CSc2nnc(C)s2)s1	0	/	2.4	9	/	-13	4	-10	-3	-6
CC(=O)c1cccc(-c2ccc3c(=O)[nH]c(Nc4ccccc4)cc3c2)c1	/	-6	0.0	-3	2	-6	-3	-2	-3	50
Cc1ccc(C(=O)COc2ccc3c(C)cc(=O)oc3c2)cc1	-3	2	1.4	-6	13	-15	-5	1	2	23
Fc1ccc(C2CCCN2Cc2nc(Cc3ccccc3F)no2)cc1 (stereo not given)	-3	2	-1.0	-2	2	-1	1	-6	1	-25
CCOC(=O)NC(=O)COC(=O)Cc1cc(OC)c(OC)c(OC)c1	0	/	1.3	-7	-8	6	5	-14	0	-3
O=C(Nc1nc2ccccc2[nH]1)c1cccc(F)c1	/	31*	-0.7	-11	2	-3	0	-6	4	-2
Cc1ccc(N2CC(C(=O)Nc3cc(Cl)ccc3-n3cncn3)CC2=O)cc1 (stereo not given)	-1	-4	-0.6	-11	-17	-2	0	-12	4	8
COCc1cc(C)nc(OCC(=O)N/N=C/c2ccc(O)cc2O)c1C#N	-2	-3	-7.4	-9	-3	-1	2	-5	-4	-10
N/C(=N\c1nc(CSc2ccccn2)cc(=O)[nH]1)Nc1ccc(Cl)cc1Cl	-6	-5	-0.4	-21	-7	-10	0	-6	8	23
CCOC(=O)C1CCN(C(=O)c2ccc3nc(-c4ccc(OC)cc4)c(-c4ccc(OC)cc4)nc3c2)CC1	-12	-4	0.8	12	-3	-6	0	-4	-3	68
COc1ccc(NS(=O)(=O)c2cc(NC(=O)CCNC(C)=O)ccc2N2CCOCC2)cc1	-1	-1	-3.6	-2	-5	-12	2	1	1	-28
Cc1ccc(CN2CC(C(=O)N3CCN(c4ccccc4O)CC3)CC2=O)cc1 (stereo not given)	3	-5	0.0	8	-12	-2	1	-3	-3	-24
COc1ccc(-n2nc([N+](=O)[O-])c(=NCCCN3CCCC3=O)n2O)cc1	/	4	-0.2	-19	-1	-2	2	-2	8	/
O=C(CSc1ccccc1F)NNC(=O)c1cncc(Br)c1	2	2	0.9	-7	-6	-1	1	-13	2	-26
COc1ccc(N=CC2=C(O)CC(c3ccccc3)CC2=O)c(OC)c1 (stereo not given)	-1	/	0.4	-6	-25	-2	-1	4	-2	4
CCOC(=O)c1c(-c2ccccc2)n(C)c2ccc(O)cc12	1	/	-2.3	-1	-7	-15	9	-13	1	20
COc1ccc(C)cc1-n1c(C)cc(C=O)c1C	25	0	0.7	-6	2	-1	-1	-13	2	1
CC(=O)N1C(O)CC(C)N1c1ccccc1 (stereo not given)	0	-5	-0.5	-15	7	1	2	-14	4	-1
CCN1CCN(Cc2c(O)ccc3c2O/C(=C\C=C\c2ccccc2OC)C3=O)CC1	17	3	0.1	4	-1	-2	2	3	-2	-29
CCN(C(=S)Nc1cccnc1)c1ccccc1	-3	0	-1.2	-7	15	3	0	-12	3	-20
Cc1ccc(CCNC(=O)C2CC(c3ccccc3[N+](=O)[O-])=NO2)cc1 (stereo not given)	/	0	-1.2	2	-5	4	0	2	2	4
Cc1ccc(CSCC(=O)N2CCN(c3ccc(F)cc3)CC2)cc1	-1	/	-1.8	13	-6	-6	12*	-5	-5	10
COCCN(C(=S)Nc1cccc(OC)c1)C1CCN(C(C)C)CC1	-1	/	-0.6	-13	18	-1	-1	2	4	-16
COc1ccc(S(=O)(=O)N2CCOCC2)cc1NC(=O)CSc1nnc(C2CC2)n1C	-2	-2	4.1	-16	-3	-4	-2	13	0	-4
CCOC(=O)C1CCN(S(=O)(=O)c2cc(F)ccc2OC)CC1	-2	0	1.6	-3	18	1	0	3	1	-3
COc1ccccc1NC(=O)Cn1nc(-c2ccncc2)nc1SCC(=O)NC1CCCC1	-1	-3	-1.1	4	-10	-10	-1	-19	-2	-2
Cc1cccc(NC(=S)NCC23C=CC(O2)C2C(=O)N(c4ccc(Cl)cc4)C(=O)C23)c1 (stereo not given)	-2	-3	-0.3	-14	-1	0	-3	7	6	55
CC(Sc1nnc(-c2ccccc2Br)n1-c1cccc(C(F)(F)F)c1)C(N)=O (stereo not given)	-2	-3	-0.3	13	-4	-8	-1	-9	-2	8
O=S(=O)(c1ccccc1)N(CC1CO1)c1ccccc1 (stereo not given)	3	0	0.0	-22	6	4	0	-16	3	/
COc1ccc(S(=O)(=O)N2CCOCC2)cc1C(=O)N1CCCC1	-2	0	-6.7	-6	3	2	1	-17	3	-9
Cc1oc(-c2ccc(Cl)cc2)nc1CN1CCCC(C(=O)NCc2ccco2)C1 (stereo not given)	5	/	0.8	5	/	-1	2	-4	-3	18
CCC(C)N(C(=O)Cn1cnc2c1c(=O)n(C)c(=O)n2C)C1CCS(=O)(=O)C1 (stereo not given)	-4	-2	-2.6	/	-6	2	-1	12	/	-23
O=[N+]([O-])c1ccc(N2CCCCC2)c(Cl)c1N1CCCCC1	7	/	-3.1	-22	-8	-7	-1	-10	-1	-8
COCC(=O)NNC(=O)c1ccccc1OC	-3	-1	-0.9	-1	-8	5	4	19	0	-28
COc1cc(OC)cc(C(=O)N2CCN(C3CCCCC3)CC2)c1	2	-2	0.2	22	-3	4	1	-16	-6	-1
COCCn1c(SCC(=O)c2cccc(OC)c2)nnc1-c1ccco1	-3	/	0.3	4	-3	2	-5	5	3	2
CCOC(=O)C1CCCN(C(=O)CCNS(=O)(=O)c2ccc3c(c2)CCC(=O)N3)C1 (stereo not given)	/	-1	-0.6	-2	/	-7	4	-4	-1	-4
CCOc1ncccc1C(=O)OCC(=O)Nc1cc(S(=O)(=O)N2CCOCC2)ccc1Cl	18	0	0.8	-11	5	-17	-1	-14	4	30
CCCCCCOC(=O)CCc1c(C)nc(N)[nH]c1=O	6	0	1.7	-12	5	1	-2	-4	4	-5
COc1ccc(N2CCN(C(=O)c3ccc(C)c(Cl)c3)CC2)cc1	8	-2	0.2	-16	/	-10	1	2	11	-4
COc1ccc(CCOC(=O)c2ccc(N)c([N+](=O)[O-])c2)cc1	3	-1	3.5	12	6	-4	-2	-3	1	2

3 entries out of the list above, arranged by the value under MITF TRPM1 HTS, highest first.
structure | NSD2 HMT inh | Wnt bcat act | CDK5 p35 inh | MITF TRPM1 HTS | dFosB activator | V-ATPase pHluor | PvdQ inh | SR-BI DiI inh
CCOc1ncccc1C(=O)OCC(=O)Nc1cc(S(=O)(=O)N2CCOCC2)ccc1Cl | 18 | 0 | 0.8 | 5 | -17 | -1 | -14 | 30
COc1cc(OC)cc(C(=O)N2CCN(C3CCCCC3)CC2)c1 | 2 | -2 | 0.2 | -3 | 4 | 1 | -16 | -1
O=[N+]([O-])c1ccc(N2CCCCC2)c(Cl)c1N1CCCCC1 | 7 | / | -3.1 | -8 | -7 | -1 | -10 | -8

Going on with the list.
SMILES	NSD2 HMT inh	Wnt bcat act	CDK5 p35 inh	HTR5A inv ctr	MITF TRPM1 HTS	dFosB activator	V-ATPase pHluor	PvdQ inh	HTR5A ag ctr	SR-BI DiI inh
O=C(N/N=C\c1ccc(COc2ccc([N+](=O)[O-])cc2)o1)c1ccc(Cl)cc1	-1	/	0.4	-14	0	0	6	-11	7	54
Nc1ccc(-c2nc3ncccc3o2)c(O)c1	-1	18	0.7	11	95*	-3	-2	-8	-3	13
O=[N+]([O-])c1ccc(NN=Cc2cccc([N+](=O)[O-])c2)cc1	-4	5	-3.2	-6	10	3	3	-12	2	17
Cc1noc(C)c1NC(=O)NCCN1CCN(Cc2ccccc2)CC1	0	0	0.1	10	-3	-4	4	-7	-3	-6
Cc1cc(C(=O)COC(=O)Cc2n[nH]c(=O)c3ccccc23)c(C)n1-c1ccc2c(c1)OCCO2	2	1	0.3	7	-9	4	3	-12	-5	34
CCOC(=O)c1c(C)[nH]c(N=Nc2ccc(OC)cc2)c1C	6	54*	1.0	-13	129*	-14	0	-9	4	58
CCC(NC(=O)C1CCC1)c1ccc(C)cc1 (stereo not given)	1	-5	-1.0	-14	/	0	-3	5	-1	-16
CCCn1c(SCC(=O)OCc2ccccc2)nc2c1c(=O)n(C)c(=O)n2C	-3	-5	-0.3	-2	/	2	2	0	-2	4
O=C(COC(=O)c1ccc(O)cc1O)NC1CCCCCC1	4	6	-0.3	-2	14	4	-2	7	1	13
Cc1cccc(C)c1N1CCN(CCn2c(=S)[nH]c3ccccc3c2=O)CC1	0	0	-0.2	-17	-13	5	-2	-7	6	/
CC1=C(C(=O)NC2CC(C)(C)Cc3c2cnn3-c2cccc(F)c2)OCCO1 (stereo not given)	-2	2	0.0	-2	7	-11	-1	2	3	37
COc1cccc(OC)c1C(=O)Nc1nc2cc3c(cc2s1)OCO3	-12	6	-1.7	-8	14	11	-2	0	3	/
Cc1cccc(C)c1OCC(O)CN1CCc2ccccc2C1 (stereo not given)	-2	-2	-1.5	16	-6	-6	-3	-4	-4	-4
Cc1ccc(C)c(NC(=O)CN(C)C(=O)CN2C(=O)C3CCCCC3C2=O)c1 (stereo not given)	-2	-2	-1.4	-28	-2	-12	0	-10	-1	-18
CN(Cc1nc(Cc2cccc(F)c2)no1)CC1CCOCC1	-1	0	-5.2	1	-3	0	3	-12	-1	13
CN(C)C(CNC(=S)Nc1ccc(Cl)cc1)c1cccnc1 (stereo not given)	1	3	0.0	3	-2	1	1	-12	0	1
CC12CCC(C(=O)NNc3ccccc3)(OC1=O)C2(C)C (stereo not given)	-4	21	0.7	12	-9	-18	4	-12	7	/
COc1ccc(NC(=O)CSc2nc3ccccc3c(=O)n2CCNC(C)=O)c(OC)c1	1	-1	-3.1	-7	/	2	4	-6	8	12
